# High-throughput results deposited in PubChem BioAssay by several laboratories.
# Cdc42 wt GTP – modulators of GTP binding to wildtype Cdc42, primary screen, biochemical, multiplex bead flow cytometry, Bodipy-GTP; AID 761, 2007; percent activity (GTP binding), % at 10 µM; 0.2% of 190,000 active; GST-Cdc42 beads; actives lie on both sides;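 active = percent activity GTP binding at least 20 points away from the 100% baseline, either down as inhibitor or up as activator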;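 also: median bead fluorescence of bound Bodipy-FL-GTP at 100 nM; 0% = excess unlabeled GTP control and 100% = no compound control; below 100% means less GTP binding so inhibitor and above means activator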
# Target sequence (P60953 whole entry, looked up): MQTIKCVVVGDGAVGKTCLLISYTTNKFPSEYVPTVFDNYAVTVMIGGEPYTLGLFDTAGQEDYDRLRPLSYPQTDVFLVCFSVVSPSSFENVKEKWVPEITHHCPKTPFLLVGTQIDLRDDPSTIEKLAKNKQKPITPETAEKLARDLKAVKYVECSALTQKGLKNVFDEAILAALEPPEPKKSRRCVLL
# GSH bead fluor – compound fluorescence on glutathione beads, profiling panel, artefact control, biophysical, 488/530 nm, flow cytometry; fluorescence (KMESF) at 10 µM; GSH beads flow cytometry, compound fluorescence 488/530 nm; hits give high values; AID 1776, 2009; 0.25% of 190,000 active; in the data active = fluorescence above about 89;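 also: glutathione beads carrying GST-tagged Bcl family fusion proteins plus one bare bead set; values are compound well signal with DMSO vehicle wells as background; inactives centre near 16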
# Rab2 wt GTP – modulators of GTP binding to Rab2A wildtype, primary screen, biochemical, dog, bead-based flow cytometry, multiplex. GST-Rab2 wt beads, Bodipy-GTP binding. GTP binding activity, % at 10 µM. 0.19% of 190,000 active;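 active = GTP binding activity at least 20 points away from 100%, either lowered or raised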;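 also: 0% = beads with excess unlabeled GTP and 100% = no-compound control corrected for plate trend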
# Rac1 mut GTP – GTP binding modulators of activated mutant Rac1, primary screen, biochemical, bead-based flow cytometry, multiplex, fluorescent GTP; GST-Rac1 activated beads; actives lie on both sides; 100% means binding = to untreated wells; Ras-related C3 botulinum toxin substrate 1 (Homo sapiens), P63000; percent activity (GTP binding), % at 10 µM; 0.11% of 190,000 active;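 active = GTP binding at least 20 percentage points away from the 100% baseline, in either direction, so actives lie on both sides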
# Rac1 wt GTP bind – wildtype Rac1 GTP binding modulators, primary screen, biochemical, GST-Rac1 beads, flow cytometry, multiplex; Ras-related C3 botulinum toxin substrate 1 (Homo sapiens), P63000; fluorescent GTP binding; actives lie on both sides; 0 = cold GTP competed, 100 = untreated; GTP binding activity (% of control), % at 10 µM; 0.27% of 190,000 active; AID 757, 2007;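 active = GTP binding activity at least 20 points away from the 100% control level, either lower or higher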
# ABCG2 inh – ABCG2 efflux pump inhibitors, primary screen, multiplex with ABCB1, IgMXP3 cells, flow cytometry; Broad substrate specificity ATP-binding cassette transporter ABCG2 (Homo sapiens), Q9UNQ0; JC-1 efflux; inhibition, % at 6.6 µM; 0.1% of 190,000 active; AID 1325, 2008;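 active = inhibition above 80%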;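 also: 0% = DMSO and 100% = nicardipine control wells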
# Target sequence (Q9UNQ0 whole entry, looked up): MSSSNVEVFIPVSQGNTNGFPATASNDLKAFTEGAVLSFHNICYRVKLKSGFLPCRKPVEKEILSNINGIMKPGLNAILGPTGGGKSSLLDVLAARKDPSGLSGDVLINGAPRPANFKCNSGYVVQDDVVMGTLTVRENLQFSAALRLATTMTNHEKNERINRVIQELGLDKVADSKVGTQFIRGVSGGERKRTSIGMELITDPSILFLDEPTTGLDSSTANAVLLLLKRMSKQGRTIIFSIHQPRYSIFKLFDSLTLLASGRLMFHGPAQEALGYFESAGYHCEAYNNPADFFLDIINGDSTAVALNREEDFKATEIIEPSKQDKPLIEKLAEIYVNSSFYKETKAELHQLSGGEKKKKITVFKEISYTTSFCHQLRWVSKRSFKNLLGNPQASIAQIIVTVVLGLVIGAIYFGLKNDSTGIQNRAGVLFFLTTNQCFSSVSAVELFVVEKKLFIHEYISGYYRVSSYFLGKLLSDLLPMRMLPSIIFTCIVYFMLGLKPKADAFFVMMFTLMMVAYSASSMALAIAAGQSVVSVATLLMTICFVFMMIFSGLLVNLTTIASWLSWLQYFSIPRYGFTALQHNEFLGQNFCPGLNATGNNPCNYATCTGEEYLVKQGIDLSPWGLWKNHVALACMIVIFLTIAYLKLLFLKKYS
#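 System: two drug-resistant human cell lines, ABCG2 and ABCB1; controls: nicardipine high and DMSO low controls; times: 10 min exposure at 25 °C with rotation, no wash; detection: flow cytometry of retained JC-1 fluorescence; read-out basis: percent efflux inhibition, scaled nicardipine 100% to DMSO 0%; doses: one concentration, 6.6 µM final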
# Rab7 wt modul – modulators of GTP binding to Rab7, primary screen, biochemical, wildtype, multiplex bead flow cytometry. Rab7 GTPase wild type (dog), Bodipy-FL-GTP binding. GST-Rab7 beads, fluorescent GTP binding; actives lie on both sides; untreated = 100%, excess cold GTP = 0%. GTP binding activity (percent of control), % at 10 µM. 0.055% of 190,000 active. AID 758, 2007;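 active = fluorescent GTP binding to Rab7 beads changed by at least 20 points from the 100% baseline, either direction, mostly lower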;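 also: median green fluorescence of bound Bodipy-FL-GTP per Rab7 bead population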
# HRas wt GTP – modulators of GTP binding to HRas wildtype, primary screen, biochemical, bead-based flow cytometry, multiplex; GST-Ras wt beads, Bodipy-FL-GTP binding; actives lie on both sides; 0.14% of 190,000 active; GTP binding activity, % at 10 µM; GTPase HRas (Homo sapiens), P01112; AID 759, 2007;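 active = GTP binding activity at least 20% away from the 100% baseline, either lowered as inhibitor or raised as activator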;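 also: 0% = unlabeled GTP competition control and 100% = no-compound control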
# Target sequence (P01112 whole entry, looked up): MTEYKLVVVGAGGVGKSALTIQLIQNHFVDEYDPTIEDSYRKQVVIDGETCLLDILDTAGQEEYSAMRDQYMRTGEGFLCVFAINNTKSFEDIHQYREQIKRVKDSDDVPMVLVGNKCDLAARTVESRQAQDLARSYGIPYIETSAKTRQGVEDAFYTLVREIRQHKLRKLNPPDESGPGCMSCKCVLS
# ABCB1 block – ABCB1 efflux pump inhibitors, primary screen, cell-based, multiplex, flow cytometry, ABCG2 counter-screen; ATP-dependent translocase ABCB1 (Homo sapiens), P08183; CCRF-Adr cells, JC-1 efflux; inhibition, % at 6.6 µM; 0.067% of 190,000 active; AID 1326, 2008; in the data active = inhibition above about 40%;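 also: 0% = vehicle and 100% = reference inhibitor; higher value means more JC-1 retained so stronger ABCB1 efflux block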
# Avidin bead fluor – green autofluorescence of compounds with avidin beads – biophysical, 488/530 nm, flow cytometry, artefact control, profiling panel | compound fluorescence 488/530 nm; hits give high values | fluorescence (KMESF) at 10 µM | 0.38% of 220,000 active; in the data active = fluorescence above about 47; also: inactives centre near 10
# Pf gametocyte – late stage P. falciparum gametocyte viability inhibitors, primary screen, ATP luminescence, HTS | AID 743093, 2013 | P. falciparum stage V gametocytes, 24 h | inhibition, % at 10.9 µM | 0.065% of 150,000 active;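 active = inhibition above the mean plus 3 SD of compounds within the control limits, set per campaign, cut at about 38% in these data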;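 also: 0% = DMSO wells and 100% = medium only without gametocytes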
# Numbers without * were called inactive; · = not tested or not shown.
SMILES,Cdc42 wt GTP,GSH bead fluor,Rab2 wt GTP,Rac1 mut GTP,Rac1 wt GTP bind,ABCG2 inh,Rab7 wt modul,HRas wt GTP,ABCB1 block,Avidin bead fluor,Pf gametocyte
CC1=NN(C(=O)CCCc2ccccc2)C(O)(C(F)(F)F)C1 (stereo not given),103,9,101,97,108,2,109,104,0.2,10,·
CCOc1ccccc1C(=O)n1nc(C)cc1C,106,17,107,101,104,5,100,106,1.1,13,-3
CN(CCC1CCCCO1)C(=O)CCc1nnc(C2CCCCC2)o1 (stereo not given),98,10,96,95,100,-1,94,94,-0.1,10,-10
CC(CCc1ccccc1)NC(=O)c1ccncc1 (stereo not given),102,15,99,100,106,7,100,101,-0.6,8,18
Cc1cc(C)nc(SCc2ccc(F)cc2)n1,98,8,98,95,98,1,104,97,-0.2,12,6
Cc1ccc(C)c(Cn2nnc3c(=O)[nH]c(C4CCN(C(=O)c5cccs5)CC4)nc32)c1,95,11,97,96,97,7,95,96,0.7,9,·
CC(C)OCCCNC(=S)Nc1ccc(S(N)(=O)=O)cc1,101,2,98,100,107,-3,103,100,-0.6,0,16
Cc1cc(C(=O)COC(=O)c2ccc3c(c2)OCO3)c(C)n1Cc1cccs1,95,8,96,94,95,0,95,97,0.0,9,-83
O=C(CN(C(=O)c1csnn1)c1ccc(F)cc1)NCc1ccc(F)cc1,98,23,99,97,99,0,101,98,0.5,12,-11
CC1(C)CC(=O)C(C(C#Cc2ccccc2)C2=C(O)CC(C)(C)CC2=O)=C(O)C1,99,13,97,94,99,-2,95,101,-0.7,35,·
Cn1cc(C(=O)c2ccc(Cl)cc2Cl)cc1C=O,94,19,93,92,92,0,92,92,-0.1,10,20
N/C(=N\OC(=O)Cc1ccccc1)c1ccccn1,101,29,98,100,105,3,101,99,0.3,14,-7
O=C(c1ccccc1)[C@H]1CC=CC[C@H]1C(=O)O,104,32,101,101,104,1,102,102,0.2,16,·
Fc1ccc(NC(=S)Nc2cccnc2)cc1,98,11,96,96,100,0,97,97,0.1,20,·
N#C/C(=C\c1ccc(Cl)s1)C(=O)N1CCN(c2ccccc2)CC1,97,5,94,96,105,3,95,97,0.7,10,-3
CCOc1cc(N2CCOCC2)c(OCC)cc1NC(=O)c1ccc(OC(C)C)cc1,98,24,99,96,100,3,102,99,0.2,10,0
C/C(N)=C(/C#N)C(=O)COC(=O)C(c1ccccc1)c1ccccc1,94,11,93,94,97,4,93,95,0.9,6,-25
Cc1nc(CS(=O)c2ccc(Cl)cc2)cc(N2CCOCC2)n1 (stereo not given),94,13,90,92,94,1,91,93,0.1,37,-7
O=C(OCC(=O)c1ccccc1Br)c1ccccn1,97,37,98,98,99,1,99,100,0.5,5,-29
O=C(Nc1nnc(-c2ccccc2)s1)c1cccc(S(=O)(=O)N2CCOCC2)c1,103,15,101,101,119,-1,103,106,0.1,6,-36
COC(=O)c1ccc(NC(=O)COc2ccccc2OC)cc1,101,32,99,96,104,1,100,101,0.5,14,·
COC(=O)c1ccc(CSc2nc3ccccc3s2)o1,100,32,96,97,104,15,98,98,0.6,11,·
Cc1occc1C(=O)NNC(=O)c1ccccc1F,97,12,99,96,97,-2,104,98,-0.2,22,-2
Oc1oc(C=Nc2ccc(F)cc2F)c2ccccc12,91,7,96,96,93,7,100,96,1.3,19,2
CC(C)C(=O)NS(=O)(=O)c1ccc(N)cc1,99,52,98,97,100,2,96,98,0.6,10,·
S=C(NCc1ccco1)Nc1ccccn1,98,12,97,98,104,15,95,99,0.6,8,-22
CC1(C)CC(=O)C2=C(C1)Oc1ncn(Cc3ccco3)c(=N)c1C2c1ccccc1 (stereo not given),102,11,100,99,101,2,96,100,2.6,34,·
Cc1ccnc(NC(=O)COc2ccc3oc4c(c3c2)CCCC4)c1,99,29,99,98,103,17,98,101,0.7,4,·
COC(=O)c1nn(-c2ccccc2)c2nnc(Cc3ccc(C)cc3)c(=O)n12,99,7,93,102,98,12,94,97,1.6,2,3
O=C(O)c1ccc(N2C(=O)c3[nH]nc(-c4ccccc4)c3C2c2ccccc2)cc1 (stereo not given),97,10,94,95,97,1,92,95,0.5,6,-11
O=C(/C=C/c1cn(-c2ccccc2)nc1-c1cccnc1)NCCN1CCOCC1,88,10,92,93,88,1,100,93,0.2,24,9
CCCn1c(SCC(=O)c2c[nH]c3ccccc23)nnc1-c1ccncc1,102,17,100,98,101,5,99,100,0.6,7,·
Cc1nc(S(=O)(=O)c2ccc(Cl)cc2)c(NCc2ccccc2)o1,99,37,101,101,106,1,98,98,-0.3,12,6
Fc1cccc(Cn2cc(C(=S)N3CCCCC3)c3ccccc32)c1,101,29,103,99,101,0,102,102,-0.3,5,·
COc1ccc(NS(=O)(=O)c2ccc(OCC(=O)N3CCOCC3)cc2)cc1,103,26,102,101,106,1,103,103,-0.2,0,·
Cn1c(NCc2ccccc2)nc2c1c(=O)n(Cc1ccccc1)c(=O)n2C,100,37,98,99,101,8,99,99,1.1,5,-32
CCSc1nc2ccccc2n1Cc1ccccc1F,102,22,98,100,106,0,97,100,0.2,21,·
COc1ccc(Cc2nnc(-c3ccc(F)cc3)o2)cc1OC,100,26,99,96,101,5,96,97,0.8,6,·
O=C(Nc1cccc(C(F)(F)F)c1)NC1CCN(S(=O)(=O)c2ccc(F)cc2)CC1,97,32,100,96,98,11,101,98,0.1,13,-6
O=C1C2C3C=CC(C4CC34)C2C(=O)N1/N=C/c1ccc(-c2ccccc2[N+](=O)[O-])o1 (stereo not given),98,38,97,98,105,24,101,98,2.7,10,24
Cn1c(=O)c2c(SCC(=O)N3CCCc4ccccc43)nc(CC(C)(C)C)nc2n(C)c1=O,98,17,101,99,103,3,102,100,-0.1,7,·
COc1cccc(-c2nnc(SCC(=O)Nc3cc(C)on3)n2C)c1,101,16,101,97,105,3,97,100,0.7,8,0
COCC(C)n1c(SCc2nc3ccccc3c(=O)[nH]2)nc2ccccc2c1=O (stereo not given),96,17,97,92,95,7,103,97,2.6,23,-31
CCN(CC)S(=O)(=O)c1ccc(N2CCCC2)c(NS(=O)(=O)c2ccccc2)c1,99,8,100,99,101,0,96,99,3.1,14,10
COc1ccc(NC(=O)COC(=O)CNS(=O)(=O)c2ccccc2)cc1OC,99,11,98,96,96,1,95,95,0.3,20,·
Oc1ccc(Cl)cc1C(C#Cc1ccccc1)N1CCOCC1 (stereo not given),98,15,97,93,96,-1,97,98,-0.3,31,·
Cn1c(=O)n(Cc2ccc(Br)cc2)c2ccccc21,95,15,94,94,102,21,95,93,-2.4,9,-5
Cc1ccc(O)c(C(=O)c2cnn(C(=O)Cc3csc(C)n3)c2)c1,83,39,85,91,93,12,79*,77*,0.4,6,10
Cc1nnc2c3ccccc3c(-c3cccc4ccccc34)nn12,95,19,95,95,97,5,101,96,1.6,7,·
COc1cc(OC)c(OC)cc1/C=C1/C(=O)N=C(N)N1C,93,22,94,91,93,-4,92,93,-1.1,14,-12
Cc1ccc(C)c(NC(=O)CSc2nnc(-c3ccncc3)n2N)c1,100,40,98,97,103,1,99,99,0.2,6,·
Fc1ccc(NC(=S)N2N=CCC2c2ccccc2)cc1 (stereo not given),106,17,103,103,106,0,103,103,-0.1,5,-57
Cc1ccc(/C=C/C(=O)Nc2ccc(N(C)C)cc2)o1,97,10,97,98,99,34,95,97,0.7,1,·
CCn1c(-c2cc(C3CC3)nc3ccccc23)n[nH]c1=S,101,5,101,102,103,-2,102,101,0.7,0,21
CCCOc1ccc(OCCn2nc(C(=O)O)c3ccccc3c2=O)cc1,93,9,95,94,94,2,101,95,-0.1,23,-28
CC(C)CN(CC(C)C)C(=S)Nc1ccc(Cl)cc1,92,14,95,93,90,-6,99,93,-1.8,8,4
COC(=O)CCCC(=O)N1CCOCCN(C(=O)CCCC(=O)OC)CCOCC1,103,6,103,103,105,0,102,102,0.0,6,-10
COc1ccc(-c2cc(C(=O)NCc3ccco3)no2)cc1OC,107,11,102,100,107,13,99,101,0.8,9,-4
COc1ccccc1NC(=O)CC1C(=O)NCCN1C(=O)Nc1ccccc1 (stereo not given),101,40,100,98,99,1,100,101,0.1,8,·
CCOC(=O)C1=C(C)OC(N)=C(C#N)C1c1cccc(C)c1 (stereo not given),97,11,96,94,98,0,98,95,0.1,10,0
# New compounds follow.
SMILES,Cdc42 wt GTP,GSH bead fluor,Rab2 wt GTP,Rac1 mut GTP,Rac1 wt GTP bind,ABCG2 inh,Rab7 wt modul,HRas wt GTP,ABCB1 block,Avidin bead fluor,Pf gametocyte
CC1=C(C#N)C(=O)NC(C)(C)C1,101,29,101,100,104,1,101,102,0.5,20,·
COc1ccc(C(=O)C2CCCN(Cc3ccc(Sc4nncn4C)o3)C2)cc1F (stereo not given),97,14,100,98,96,1,98,97,0.8,7,-1
S=c1[nH]c(-c2ccc(Cl)cc2)cs1,94,15,92,98,96,-1,90,96,-0.7,20,·
CCOc1cc2c(cc1OCC)C(c1ccccc1OC)OC(=O)C2 (stereo not given),105,22,99,100,104,6,101,99,-0.9,12,-11
O=C(NCCCN1CCCCCC1)c1ccc2c(c1)NC(=O)C(N1CCOCC1)S2 (stereo not given),107,20,108,101,104,1,105,106,0.2,8,·
CC1=C(c2ccccc2)[N+](=O)C2(CCCCC2)N1[O-],94,19,96,95,97,0,97,96,-0.2,11,4
NNC(=O)c1cncn1-c1ccc(F)cc1,96,7,95,95,98,3,99,94,-0.1,25,23

# Just Avidin bead fluor, Rac1 wt GTP bind and Rab2 wt GTP (two entries from above):
SMILES | Avidin bead fluor | Rac1 wt GTP bind | Rab2 wt GTP
CC1=C(C#N)C(=O)NC(C)(C)C1 | 20 | 104 | 101
COc1ccc(C(=O)C2CCCN(Cc3ccc(Sc4nncn4C)o3)C2)cc1F (stereo not given) | 7 | 96 | 100
